Assay outcomes as filed in PubChem.
HCV NS3 hel inh: HCV NS3 helicase inhibition; NS3 helicase DNA unwinding, Cy5 molecular beacon fluorescence; inhibition, % at 10.9 µM; 0.56% of 290,000 active;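 active = inhibition above the mean of all tested compounds plus 3 SD, set per campaign, cut at about 35% in these data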;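 note: 0% = DMSO wells and 100% = thioflavine S control wells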
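Material: hepatitis C virus NS3 helicase domain fragment enzyme; measured by: Cy5 fluorescence, 0 and 60 min reads; control set: DMSO and thioflavine S; incubation: 60 min unwinding reaction at 25 °C after ATP addition; read-out basis: % inhibition from 60/0 min fluorescence ratio, DMSO 0%, thioflavine S 100%; repeats: singlicate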
UBC9 SUMO inh: inhibitors of human SUMOylation (UBC9); HTRF SUMOylation assay, SAE1/SAE2 + UBC9, in vitro; inhibition, % at 35 µM; 0.36% of 290,000 active; in the data active = inhibition above about 50%, passing the limit was not always enough; note: strong numbers were not always called active
Target sequence (P63279 whole entry, looked up): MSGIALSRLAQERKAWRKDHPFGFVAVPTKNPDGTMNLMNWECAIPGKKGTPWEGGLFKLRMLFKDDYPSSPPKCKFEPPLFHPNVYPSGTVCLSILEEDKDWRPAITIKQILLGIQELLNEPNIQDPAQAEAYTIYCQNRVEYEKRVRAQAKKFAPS
IDE cell inh: inhibitors of human insulin-degrading enzyme in cells; P14735; inhibition, % at 5.59 µM; 0.41% of 320,000 active; HEK cells, FAbetaB cleavage, fluorescence polarization;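 active = percent inhibition above the average of all tested compounds plus 3 SD, set per screening campaign, cut at about 16% in these data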;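 note: IDE supplied by intact live HEK cells; FP after avidin binding of uncleaved biotin substrate so inhibition keeps polarization high; 0% = DMSO wells and 100% = 60 µM reference IDE inhibitor Ii1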
GalR3 antag: human GalR3 antagonism | HEK293 GalR3-CNG cAMP membrane potential fluorescence; galR3 body fused to GalR1 C-terminus | 0.44% of 360,000 active | O60755 | inhibition, % at 3 µM;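 active = inhibition above the screen-wide average plus 3 SD, cut at about 13% in these data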;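 note: forskolin and galanin both at EC90 stimulate the cells; cAMP rise reported by CNG channel membrane potential dye signal; 0% = forskolin plus galanin with DMSO and 100% = forskolin alone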
Target sequence (O60755 1-299 limits assumed): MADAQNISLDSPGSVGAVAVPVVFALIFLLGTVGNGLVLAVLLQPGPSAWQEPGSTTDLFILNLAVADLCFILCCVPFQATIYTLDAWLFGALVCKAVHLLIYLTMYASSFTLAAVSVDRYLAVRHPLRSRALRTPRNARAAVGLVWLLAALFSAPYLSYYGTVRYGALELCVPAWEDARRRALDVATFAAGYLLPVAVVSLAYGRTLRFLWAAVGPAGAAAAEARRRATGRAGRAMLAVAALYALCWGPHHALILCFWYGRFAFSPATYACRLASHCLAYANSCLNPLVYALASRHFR
IDE act: IDE (human) activation, cell-based. AID 493087. HEK cells, FAbeta-B cleavage, fluorescence polarization; 0% vehicle, 100% cell-free pure enzyme wells. 0.073% of 340,000 active. activation, % at 5.96 µM;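 active = activation above the mean of all tested compounds plus 3 SD, set per screening campaign, cut at about 17% in these data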
IMP-1 inhibitor: inhibitors of Pseudomonas aeruginosa IMP-1 metallo-beta-lactamase | purified IMP-1, nitrocefin hydrolysis, epi-absorbance fluorescence | inhibition, % at 5.6 µM | 0.45% of 290,000 active;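 active = inhibition above the mean plus 3 SD of all compounds in the same screening run, cut at about 4.5% in these data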;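 note: 0% = IMP-1 with DMSO and 100% = DMSO wells lacking enzyme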
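assay system = purified recombinant IMP-1 metallo-beta-lactamase enzyme | schedule = 15 min preincubation plus 25 min reaction at 25 °C | signal = Epi-absorbance fluorescence, 480 nm excitation, 530 nm emission | read-out basis = percent inhibition from optical density relative to buffer-blank wells | controls = IMP-1 with DMSO as 0%, enzyme-free DMSO as 100%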
VIM-2 inhibitor: inhibitors of Pseudomonas aeruginosa VIM-2 metallo-beta-lactamase; purified VIM-2, nitrocefin hydrolysis, epi-absorbance fluorescence; inhibition, % at 5.6 µM; AID 1527; 0.89% of 290,000 active;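 active = inhibition above the mean of all tested compounds plus 3 SD, cutoff set per screening run, cut at about 7.5% in these data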;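 note: red hydrolysis product quenches plate fluorescence so inhibitors raise well fluorescence; 0% = enzyme with DMSO and 100% = DMSO without enzyme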
pCIP destab: lowers stability of the mouse p/CIP coactivator protein | F442A p/CIP-EGFP cells, EGFP fluorescence, 16 h | decrease of EGFP signal, % at 10 µM | 0.01% of 290,000 active | AID 1984;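 active = EGFP signal decrease of at least 30% at 10 µM or well 3 SD below plate mean, unless failing retest; inactive = the rest, including hits failing retest or dose response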; note: some compounds called inactive have numbers as strong as hits; many of its hits are not listed in these tables
CRFR2-BP antag: antagonists of CRF-binding protein/CRF-R2 receptor complex; inhibition, % at 11.8 µM; HEK293 CRF-R2/CRF-BP, CRF-induced calcium fluorescence; 0.59% of 350,000 active;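 active = inhibition of the ligand-induced calcium signal above about 50% at the single tested concentration, limit read from the data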
An asterisk follows results filed as active; · = not tested or not shown.

HCV NS3 hel inh,UBC9 SUMO inh,IDE cell inh,GalR3 antag,IDE act,IMP-1 inhibitor,VIM-2 inhibitor,pCIP destab,CRFR2-BP antag,Molecule
-8,20,-9,-2,7,-1.6,1.6,-7,10,COC(=O)C1=NNC2(C)C(=O)N(c3ccc(C)cc3)C(=O)C12 (stereo not drawn)
3,14,-4,-4,4,-3.0,-2.4,-11,11,COCCN(CCOC)c1nc(S(=O)(=O)c2ccc(C)cc2)c(Cl)s1
14,-11,12,-6,-34,-4.8,-2.3,-12,-4,Cc1ccc(-c2cc(C(=O)Nc3ccc(S(=O)(=O)Nc4onc(C)c4C)cc3)[nH]n2)c(O)c1
-8,40,·,3,2,-0.3,0.1,-18,-17,C#CCOc1ccc(C2C3=C(COC3=O)Nc3cc4c(cc32)OCO4)cc1OC (stereo not drawn)
-15,-2,0,-3,-5,-2.6,0.0,-10,-5,COc1ccc(CC(CN)c2ccccc2)cc1 (stereo not drawn)
-9,-8,4,-7,0,-2.8,0.7,-4,-6,CCCn1c(Oc2ccccc2)nc2c1c(=O)n(C)c(=O)n2C
4,-11,7,0,1,-3.2,0.5,-14,-2,Cc1ccc2c(CC(=O)OCn3nnc4ccccc4c3=O)coc2c1
15,10,10,-6,-2,-5.0,-2.1,-13,3,Cc1cccc2c(N=Nc3ccccc3)c(O)[nH]c12
-10,9,1,0,-2,0.2,-2.0,0,-3,O=C(c1ccc2c(c1)OCO2)C1CCCN(Cc2ccccc2OC(F)F)C1 (stereo not drawn)
·,·,1,-5,-2,·,·,·,-5,Cn1cnc(C(=O)NCc2ccc(CNC(=O)OC(C)(C)C)cc2)c1C(=O)NCc1ccc(CNC(=O)OC(C)(C)C)cc1
-2,8,3,-6,2,-0.3,0.1,-24,6,Cc1cccc([C@@H]2[C@@H]3C(=O)N(C)C(=O)[C@@H]3[C@@H]3C(=O)Nc4ccccc4C(=O)N23)c1
10,16,-3,-2,-3,-1.3,0.4,-10,-20,Cc1ccc(NC2=Nc3ccccc3CC2)cc1
-1,3,4,-8,8,-2.7,-0.3,5,-3,O=C(Cc1ccc(Cl)cc1)N1CCC2(CC1)NCCc1[nH]cnc12
2,3,7,-5,2,-0.8,0.2,-5,-58,COc1ccccc1N(CC(=O)Nc1cccc(C(F)(F)F)c1)S(C)(=O)=O
4,31,7,-2,-2,-3.5,-4.4,-14,-2,COc1ccc(CN(C(=O)CNC(=O)c2ccco2)C(C(=O)NC2CCCC2)c2ccco2)cc1 (stereo not drawn)
-3,-3,5,-5,3,-5.3,-3.1,-2,37,O=C(CSCc1cnn(-c2ccccc2)c1-n1cccc1)N1CCN(Cc2ccccc2)CC1
23,72,12,·,·,-0.8,0.3,-1,5,Cc1cc(C)c(S(=O)(=O)Nc2cc(SCC(=O)O)c(O)c3ccccc23)cc1C
14,18,·,-3,-3,-1.8,-1.8,9,-41,COc1ccc(C2C(C(=O)c3sc(C)nc3C)=C(O)C(=O)N2CCN2CCOCC2)cc1 (stereo not drawn)
·,·,-1,2,-3,·,·,·,-1,Cc1cc(C)c(S(=O)(=O)N2CCCCC2CCNC(=O)C(=O)NCCN2CCOCC2)c(C)c1 (stereo not drawn)
5,-14,0,-7,1,-2.0,-0.1,1,-17,C=CCSc1nc2c(sc3nc(C)cc(C)c32)c(=O)[nH]1
1,9,1,-1,3,-0.9,-0.2,-13,-2,Cc1cc2c(cn1)C(CCC#N)(CCC#N)c1ccccc1-2
8,16,5,-5,-3,-3.9,-4.1,-9,2,COC(=O)c1ccc(C(=O)OC)c(NC(=O)COC(=O)c2ccccc2OC)c1
-4,9,4,-4,-1,-2.5,-2.2,1,26,Cc1cccc(OCCCC(=O)NC2CCCCC2)c1
16,13,0,-4,-4,-2.2,1.9,-8,-4,CCN(CC)N=Nc1ccc(C(=O)O)cc1
8,20,6,-3,8,-0.2,0.7,-4,13,O=C(Cc1c(F)cccc1Cl)Nc1cc(S(=O)(=O)N2CCCCC2)ccc1N1CCOCC1
1,-10,2,-5,6,0.8,1.5,-6,-1,Cc1cccc(C)c1NC(=O)c1cnn(-c2ccccc2)c1C
-8,-12,6,-9,1,-3.2,-2.7,3,15,C=C(C)Cn1c(SCC(=O)N/N=C/c2c(O)ccc3ccccc23)nc2ccccc2c1=O
-4,-1,6,0,-1,-4.1,-2.7,-18,-5,CC1=C(C(=O)OC2CCCCC2)C(c2cccnc2)n2nnnc2N1 (stereo not drawn)
-3,10,4,-1,2,-0.9,-1.4,-5,9,CN1CCN(S(=O)(=O)c2ccc(Br)c3nsnc23)CC1
-7,2,-1,0,·,-1.6,-1.6,-11,-1,CCOC(=O)c1c(/N=C/C2=C(O)CC(C)(C)CC2=O)sc2c1CCCC2
·,·,4,-5,1,·,·,·,1,CCOC(=O)C1=C(COC(=O)C(CC)c2ccccc2)NC(=O)NC1C (stereo not drawn)
2,-30,0,0,4,-2.6,-2.6,9,-19,Cn1c(=O)c(C(=O)NC2CCCCCCC2)c(O)c2ccccc21
-17,-10,0,-12,4,-3.1,-2.0,-4,7,O=C(Nc1ccccc1)c1cc(Cl)nc2ccccc12
-2,6,0,-8,3,-2.3,-5.3,1,-9,CCCc1c(C(=O)N/N=C(\C)CCc2ccc(OC)cc2)nnn1-c1nonc1N
-4,-16,3,-4,2,-1.9,1.6,-8,-26,CC(=O)Oc1c(S(=O)(=O)c2ccc(C)cc2)c(C)nn1C(C)(C)C
0,0,0,-8,-1,-0.1,-4.3,4,15,COc1ccc(/C=C/c2ccc3cccc(O)c3n2)cc1Br
-1,2,-1,2,3,-1.8,-2.7,-8,2,COc1ccc(-c2noc(CN3CCOCC3)n2)cc1OC
·,·,-3,-2,2,·,·,·,31,COc1ccc(CCNC(=O)COC(=O)CSc2ccc([N+](=O)[O-])cc2)cc1OC
4,8,3,-4,3,-3.0,-5.3,-1,14,Cc1[nH]c(=O)[nH]c(=O)c1NC(=O)c1ccc(OC(C)C)cc1
-17,2,2,-8,6,-0.2,0.6,4,-6,COc1ccc(Br)cc1CN(C)CC(=O)NCc1ccc(F)cc1
-6,18,-2,-7,4,0.0,1.6,-8,5,O=[N+]([O-])c1ccc(C(O)CN2CCOCC2)cc1 (stereo not drawn)
-6,9,·,-3,5,0.3,0.6,-7,13,CCc1cc2c(Nc3ccccc3O)nc(C)nc2s1
8,15,-9,·,·,-0.8,-2.1,3,·,CC(=O)Nc1ccc(Nc2ncnc3ccccc23)cc1
-21,2,-2,-3,6,-3.2,-2.0,-10,1,N#CNC(N)=Nc1cccc(Cl)c1
-6,14,1,-2,5,-5.4,-1.0,4,3,COc1ccc(C(=O)N2CCNC(=O)C2CC(=O)Nc2cc(Cl)ccc2OC)cc1 (stereo not drawn)

Look-ups from above:
For CRFR2-BP antag, COc1ccc(-c2noc(CN3CCOCC3)n2)cc1OC shows 2
For CRFR2-BP antag, CN1CCN(S(=O)(=O)c2ccc(Br)c3nsnc23)CC1 shows 9

(more compounds)
HCV NS3 hel inh,UBC9 SUMO inh,IDE cell inh,GalR3 antag,IDE act,IMP-1 inhibitor,VIM-2 inhibitor,pCIP destab,CRFR2-BP antag,Molecule
3,15,3,0,3,-2.8,-0.3,-2,11,O=C(NC1CCS(=O)(=O)C1)c1cn(-c2ccccc2)nc1-c1ccccc1 (stereo not drawn)
-2,14,-5,-11,0,-3.3,-1.2,-7,7,COc1ccccc1CNC(=O)C1CCN(S(=O)(=O)c2ccc3c(c2)OCCCO3)CC1
6,-7,3,-2,0,-0.8,-3.8,-2,1,COC(=O)CC1NCCNC1=O (stereo not drawn)
-7,12,0,-3,·,-1.1,-2.4,-20,9,CC(C)c1nnc(NC(=O)c2nc(S(=O)(=O)Cc3ccccc3F)ncc2Cl)s1
36*,15,-4,-1,0,-3.6,-2.0,-11,19,Cc1ccc(/C(O)=C2/C(=O)C(=O)N(c3ccccn3)C2c2ccc([N+](=O)[O-])cc2)cc1 (stereo not drawn)
·,·,6,-4,-1,·,·,·,3,COc1ccccc1CCC(=O)OCC(=O)Nc1cc(S(=O)(=O)N2CCOCC2)ccc1C
16,-7,-4,6,-3,-1.0,0.7,-5,12,Cc1ccc(-n2nc3c(c2NC(=O)CC(C)C)CS(=O)C3)cc1 (stereo not drawn)
6,-2,2,-4,0,-1.1,-1.6,1,6,O=C1c2ccccc2C(=O)C1(CO)c1ccccc1
1,-8,7,-3,2,32*,-0.3,6,-13,NC(=O)C1CCN(S(=O)(=O)c2cccc(C(=O)O)c2)CC1
-20,-2,·,-15,5,-4.0,-2.8,4,-7,Cc1cc(OCC(O)CN2CCCC2)ccc1C(C)C (stereo not drawn)
-11,17,-3,5,3,-0.6,-0.7,3,-3,CS(=O)(=O)N1CCN=C1SCc1cccc(F)c1
7,·,-1,-6,5,-1.3,-2.6,-5,-11,COc1ccccc1-n1c(C)nc2cc(C(=O)NCC3CCCO3)ccc21 (stereo not drawn)
0,-52,1,1,-7,-2.6,-1.8,-3,-16,COc1ccc2sc3c(=O)[nH]c4ccccc4c3c2c1
8,12,3,-7,2,-2.8,-1.9,-5,-5,COc1cccc(N=Cc2ccc(O)cc2O)c1
-3,29,1,-7,3,-1.3,-1.2,-14,3,CC(=O)c1ccccc1NS(=O)(=O)c1ccccc1Cl
1,10,6,-4,-2,-1.5,-3.8,-18,-16,O=C(NC(=S)Nc1ccccc1)c1cc(-c2ccccc2)nc2ccccc12
6,8,5,-4,6,-1.5,-4.4,-18,8,Cc1ccccc1NC(=O)c1c(C)nn(-c2ccccc2)c1Cl
1,14,-3,-5,-1,-2.0,0.4,-3,-8,Cc1ccnc(NS(=O)(=O)c2ccc(NC(=O)c3ccc([N+](=O)[O-])s3)cc2)n1
-6,-16,0,-3,16,-2.8,-2.4,2,14,CCNC(=O)COC(=O)/C=C/c1c(C)nn(Cc2cccc(OC)c2)c1Cl
1,14,1,-11,-3,-2.5,-9.8,-8,3,Cc1nc2ccccn2c1C(=O)NNC(=S)Nc1ccc(Cl)cc1
31,0,27*,-2,-86,0.5,0.3,-18,3,Cc1oc(C)c2c(=O)ccc3c(c12)OC(N)=C(C#N)C3c1ccc(F)cc1 (stereo not drawn)
-8,3,-4,2,2,-0.4,1.8,-15,-15,O=C(CN1C(=O)c2cccc3cccc(c23)C1=O)NCCN1CCOCC1
16,10,-3,-8,7,-2.7,-0.5,0,5,Cc1ccc(S(=O)(=O)N(C)C)cc1NC(=O)C1Cc2ccccc2CN1C(=O)c1ccco1 (stereo not drawn)

2 entries picked at random from the list so far:
HCV NS3 hel inh,UBC9 SUMO inh,IDE cell inh,GalR3 antag,IDE act,IMP-1 inhibitor,VIM-2 inhibitor,pCIP destab,CRFR2-BP antag,Molecule
1,14,1,-11,-3,-2.5,-9.8,-8,3,Cc1nc2ccccn2c1C(=O)NNC(=S)Nc1ccc(Cl)cc1
6,8,5,-4,6,-1.5,-4.4,-18,8,Cc1ccccc1NC(=O)c1c(C)nn(-c2ccccc2)c1Cl
